Screening data (PubChem BioAssay)
Dengue-2 NS5 capping – flavivirus cap methylation enzyme inhibition – biochemical, confirmation dose response, primary screen (AID 588689); Dengue-2 NS5 methyltransferase capping enzyme assay, biochemical; higher % means a stronger effect; inhibition, % at 25 µM, or IC50 in µM where a hit was titrated; 340,000 compounds, 0.3% hits; in the data active = a potency from the dose series; inconclusive = inhibition above about 29% without an active follow-up result
HIV fusion peptide – cell-free HIV fusion peptide-binding blockers – biochemical, uHTS, fluorescence dequenching, primary screen (AID 1986) | 290,000 compounds, 0.3% hits | inhibition, % at 20 µM; hits with a dose series show IC50 in µM | cell-free peptide binding, fluorescence dequenching, 30 min; higher % means a stronger effect; in the data active = inhibition mostly above about 52%, no sharp cut-off; inactive = mostly below about 76%; note: some results filed as inactive read as strong as hits
GPR35 antagonists – GPR35 antagonists blocking zaprinast-driven arrestin recruitment, primary screen, imaging, U2OS, beta-arrestin-GFP, zaprinast agonist (AID 2058). U2OS GPR35 beta-arrestin-GFP translocation imaging, zaprinast antagonism; higher % means a stronger effect. inhibition, % at 10 µM, or IC50 in µM where a hit was titrated. 290,000 compounds, 0.052% hits;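 active = inhibition of at least 50% with at least 30 cells and total cytoplasm GFP at most 10,000,000; inconclusive = under 30 cells or total GFP of 10,000,000 plus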
GPR55 LPI antagonism – GPR55 antagonists blocking LPI-driven arrestin recruitment, primary screen, imaging, U2OS, beta-arrestin-GFP, LPI agonist (AID 2013); U2OS GPR55 beta-arrestin-GFP translocation imaging, LPI antagonism; higher % means a stronger effect; inhibition, % at 10 µM; hits with a dose series show IC50 in µM; 290,000 compounds, 0.13% hits;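 active = spots per cell inhibited over 60%, with over 100 cells counted and total cytoplasm intensity under 500,000; inconclusive = wells with under 100 cells, flagged as likely toxic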;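 note: U2OS cells stably carrying GPR55 and arrestin-GFP stimulated by 5 µM LPI near EC80; imaged beta-arrestin-GFP aggregate spots per cell after agonist stimulation; plate controls were LPI-stimulated DMSO wells for no effect and DMSO wells without LPI for full effect; some results filed as inactive read as strong as hits; confirmed hits need IC50 under 10 µM and bright autofluorescent wells are also inconclusive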
Salmonella PhoP GFP – PhoP-dependent GFP reporter repression – Salmonella Typhimurium, primary screen (AID 1863); S. Typhimurium PhoP-regulated promoter GFP reporter, 4 h; higher % means a stronger effect; inhibition, % at 50 µM; hits with a dose series show IC50 in µM; 300,000 compounds, 0.16% hits;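 active = inhibition over 29.93%, a cutoff 3 SD above the screen mean, later confirmed by dose response; inconclusive = inhibition over 29.93% but no dose response follow-up; inactive = inhibition at most 29.93% or unconfirmed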;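 note: 0% = low Mg2+ inducing control and 100% = high Mg2+ repressing control; strong numbers were not always called active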
RSV antiviral HEp-2 – RSV antiviral activity via CPE protection, HEp-2 cells, primary 10 µM value included (AID 2391); 310,000 compounds, 0.13% hits; HEp-2 cells, RSV-induced CPE inhibition; higher % means a stronger effect; CPE inhibition, % at 10 µM; hits with a dose series show IC50 in µM; in the data active = a potency from the dose series; inconclusive = CPE inhibition mostly from about 23% at the one dose, without a potency; inactive = the rest, 99 in 100 with CPE inhibition below about 21%; note: strong numbers were not always called active
SV40 large T antigen – TAg ATPase/helicase activity blockers – biochemical (AID 1903) | SV40 large T antigen ATPase/helicase inhibition assay; higher % means a stronger effect | inhibition, % at 20 µM, or IC50 in µM where a hit was titrated | 310,000 compounds, 0.39% hits; in the data active = a potency from the dose series; inconclusive = inhibition mostly from about 32% at the one dose, without a potency; inactive = the rest, 99 in 100 with inhibition below about 32%; note: strong numbers were not always called active
UTI89 phage lysis – protection from phage-mediated lysis, alamar blue read-out – E. coli UTI89, K1F phage, bacterial capsule biogenesis inhibitors (AID 488966) | E. coli UTI89 K1F phage lysis, alamar blue, 2 h; higher % means a stronger effect | inhibition, % at 100 µM, or IC50 in µM where a hit was titrated | 340,000 compounds, 0.02% hits;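 active = phage lysis inhibition, versus mean bacterial control, above a set limit; inconclusive = no clear call, values can overlap the other calls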;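 note: capsule biogenesis inhibitors block K1F phage lysis so surviving cells raise fluorescence; higher fluorescence means more inhibition of phage lysis; actives were called in the ten point dose series up to 300 µM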
MgcRacGAP inhibition – MgcRacGAP GTPase-activating activity inhibitors, confirmation, biochemical, ADP Hunter fluorescence; inhibition, % at 30 µM, or IC50 in µM where a hit was titrated; MgcRacGAP-stimulated Rac1 GTP hydrolysis, ADP Hunter fluorescence; higher % means a stronger effect; GST-tagged Rac1 F28L mutant substrate; 340,000 compounds, 0.6% hits;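 active = first-screen hits whose inhibition reached a set limit at any dose in the follow-up dose series; inconclusive = inhibition above the set first-screen limit but never retested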;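 note: fluorescence reports GDP produced by GAP-driven GTP hydrolysis; strong numbers were not always called active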
Numbers without * were called inactive; ? = inconclusive; nt = no result given; [ ] = remark or other dose.

SMILES	Dengue-2 NS5 capping	HIV fusion peptide	GPR35 antagonists	GPR55 LPI antagonism	Salmonella PhoP GFP	RSV antiviral HEp-2	SV40 large T antigen	UTI89 phage lysis	MgcRacGAP inhibition
Cc1nc(N(CCO)C2CCCCC2)c2nnn(Cc3ccccc3)c2n1	-3%	0.1%	2%	-11%	1%	15%	0%	-0.1%	12%
COc1ccc(CC(=O)N(CC2CCCO2)c2nc3ccccc3s2)cc1 (centres undefined)	3%	-1.6%	0%	11%	-5%	0.7%	11%	0.4%	7%
COc1cccc(CNC(=O)C2CCCN(S(=O)(=O)N3CC(C)CC(C)C3)C2)c1 (centres undefined)	-3%	-0.3%	2%	-4%	1%	3.2%	4%	0.0%	3%
CC(=O)c1ccc(N2CCN(c3ccc(S(=O)(=O)NCCCN(C)C)cc3[N+](=O)[O-])CC2)cc1	-5%	-1.5%	-6%	2%	5%	3.2%	17%	0.1%	-4%
CCOC(=O)C1(CC2CCCCO2)CCN(S(=O)(=O)c2ccc(C)s2)CC1 (centres undefined)	-9%	1.3%	-6%	4%	4%	-2.2%	1%	0.0%	5%
CCn1cc(S(=O)(=O)c2ccc(C)cc2)c(=O)c2cc(OC)ccc21	0%	1.3%	15%	-11%	-1%	-1.1%	nt	0.0%	10%
COc1ccc2nc(CNC(=O)C3CCC(=O)N(CCc4ccccc4)C3)[nH]c2c1 (centres undefined)	-6%	0.4%	-8%	-6%	-7%	0.0%	5%	0.1%	8%
O=C(CN1C(=O)NC2(CCOc3ccccc32)C1=O)Nc1cccc(Cl)c1 (centres undefined)	0%	1.4%	5%	-3%	9%	8.9%	6%	0.0%	-5%
Cc1c(CCC(=O)O)c(=O)oc2cc3occ(-c4ccc(Cl)cc4)c3cc12	18%	54%	-9%	13%	-15%	22%	17%	0.0%	nt
O=C(c1ccc(Br)o1)N1CCC(Cc2ccccc2)CC1	-1%	2.2%	-3%	-1%	-4%	11%	1%	-0.2%	8%
O=C(CSC1CC(=O)N(CCc2ccccc2)C1=O)Nc1cccc(Cl)c1 (centres undefined)	3%	-3.6%	11%	-2%	30%	2.2%	7%	0.1%[50 µM]	5%
NNC(=O)CNc1ccccc1Cl	-8%	0.9%	10%	6%	nt	-0.9%	nt	-0.5%	0%
COc1cc(/C=C/C(=O)OCC(=O)N2CCCc3ccccc32)ccc1OCC#N	-8%	nt	nt	nt	nt	0.6%	nt	0.4%[50 µM]	7%
COc1ccc(CCNC(=O)CSCc2n[nH]c(=O)[nH]2)cc1OC	-4%	1.8%	-14%	8%	6%	0.7%	7%	4.8%	1%
CC(=O)Nc1ccc(NS(=O)(=O)c2ccc(CN3C(=O)c4cccnc4C3=O)cc2)cc1	2%	-2.6%	7%	12%	-5%	2.6%	7%	0.2%	10%
CC(C)(C)NC(=O)C(=O)NCc1ccncc1	-5%	1.0%	-12%	2%	-12%	1.5%	7%	0.3%	3%
Cc1ccc(NC(=O)c2ccc3c(c2)OCCO3)cc1S(=O)(=O)Nc1cccc(Cl)c1	2%	0.3%	6%	16%	16%	12%	5%	0.3%	7%
Cc1cccc(CS(=O)(=O)Cc2ccc(C(=O)NC(C)c3ccccc3)o2)c1 (centres undefined)	-3%	-0.7%	8%	5%	0%	1.8%	3%	0.3%	12%
Cc1cc(C)c2sc(N(CCN(C)C)C(=O)c3c(F)cccc3F)nc2c1	-4%	-0.4%	-7%	21%	11%	-0.1%	9%	0.2%	7%
Cc1nnsc1SCCNC(=O)c1ccc(F)cc1	-6%	-2.2%	-1%	8%	-2%	0.2%	2%	0.2%	2%
CN(C)S(=O)(=O)c1cc(NC(=O)CN2CCOCC2)ccc1Cl	5%	1.1%	-4%	6%	1%	1.5%	12%	0.3%	3%
CN(C)c1ccc(/C=N/NC(=O)c2nnn(-c3nonc3N)c2COc2ccc(F)cc2)cc1	5%	-1.1%	-7%	0%	-6%	nt	15%	-1.5%	2%
CCOc1cccc2sc(N(CCCN(C)C)C(=O)c3ccc(S(=O)(=O)N4CCc5ccccc5C4)cc3)nc12	-1%	3.7%	1%	28%	5%	-0.2%	5%	0.2%	8%
Cc1ccc(S(=O)(=O)c2nc(-c3cccs3)oc2NCCCN(C)C)cc1	-3%	1.9%	13%	5%	-1%	0.3%	5%	0.4%	1%
CCOC(=O)CNC(=S)N(Cc1ccccc1)Cc1ccccc1F	-5%	2.9%	0%	8%	0%	-0.6%	17%	-0.4%	10%
Continuation.
SMILES	Dengue-2 NS5 capping	HIV fusion peptide	GPR35 antagonists	GPR55 LPI antagonism	Salmonella PhoP GFP	RSV antiviral HEp-2	SV40 large T antigen	UTI89 phage lysis	MgcRacGAP inhibition
CCOc1ccc2nc(NCCNC(=O)C(C)C)c(C)cc2c1	-4%	-2.9%	6%	4%	-5%	0.2%	4%	2.7%	12%
CC(=O)Nc1ccc2nc(NC(=O)COc3cccc(C)c3)sc2c1	-5%	-4.3%	6%	-10%	-13%	2.6%	6%	0.7%	13%
O=C(NNC(=S)Nc1ccc(Br)cc1Cl)c1ccncc1	2%	21%	6%	-1%	-12%	1.3%	19%	7.0%[50 µM]	13%
O=C(c1ccc(OC2CCN(CCc3ccccc3)CC2)cc1)N1CCC[C@H]1CO	-3%	1.5%	-5%	8%	nt	nt	nt	-0.1%	10%
c1ccc2[nH]c(NC3=NCCC3)nc2c1	-8%	-0.8%	5%	5%	0%	2.4%	1%	-6.4%	9%
CCN(CC)CCNC(=O)C1CCN(S(=O)(=O)c2c(C)noc2/C=C/c2ccccc2F)CC1	-8%	-0.2%	25%	-3%	7%	nt	-1%	0.4%	3%
COC(=O)c1cc(OC)nc(OC)c1	2%	0.4%	-2%	5%	-6%	1.8%	7%	0.7%	7%
CCOC(=O)C(C)n1nc(C)c2sc3ccccc3c2c1=O (centres undefined)	-9%	0.6%	-3%	-2%	0%	3.0%	5%	-0.5%	4%
C/C(=N\NC(=O)C(=O)Nc1cc(Cl)ccc1Cl)c1ccncc1	-5%	-0.4%	nt	5%	-10%	2.1%	10%	0.4%	6%
O=C(Nc1ccc(Cl)cc1)c1ccc2c(=O)n3c(nc2c1)CCCCC3	-6%	-0.4%	1%	-2%	nt	2.2%	nt	0.2%	1%
CC(OC(=O)CCN=C1NS(=O)(=O)c2ccccc21)C(=O)Nc1ccc(F)cc1Cl (centres undefined)	1%	nt	nt	nt	0%	-1.6%	13%	1.5%[50 µM]	4%
Cc1ccc(CNC(=O)c2csc3c2CCCCC3)cc1	0%	-0.8%	-6%	45%	-6%	-0.9%	-1%	1.0%	6%
COc1ccccc1OP(=O)(O)Oc1ccccc1OC	-10%	0.7%	-4%	1%	2%	0.2%	12%	-0.1%	1%
CC(C)(C)NC(=O)CN(C(=O)CS(=O)CC(=O)Nc1ccc(F)cc1)c1ccc2c(c1)OCCO2 (centres undefined)	-2%	0.0%	-2%	-6%	-2%	-0.7%	5%	0.7%	3%
O=C(O)c1ccc(CSc2nnc(COc3ccc(Cl)cc3Cl)o2)cc1	-1%	0.3%	16%	8%	9%	5.7%	6%	-1.3%	3%
O=c1c2ccccc2oc2cc(-c3ccc(CN4CCOCC4)cc3)ccc12	-4%	nt	nt	nt	nt	-0.9%	nt	0.7%	9%
Cc1c(C(=O)NCc2ccccc2Cl)oc2c1C(=O)CCC2	nt	0.6%	-4%	10%	6%	nt	0%	nt	nt
Cn1ccnc1SCC(=O)Nc1ccccc1	-4%	-0.8%	8%	8%	3%	1.2%	9%	-0.9%	11%
Cc1nc(NCc2ccco2)c2c(C)c(C)sc2n1	-3%	3.1%	-12%	6%	-6%	-2.9%	3%	2.0%	23%
Cc1cc(C(=O)N2CCN(C/C=C/c3ccccc3)CC2)cs1	-7%	-1.3%	12%	4%	15%	0.7%	6%	1.9%	10%
O=C(NCc1csc(-c2cccs2)n1)c1cccc(Cl)c1	5%	1.0%	-1%	-4%	-4%	nt	4%	-1.1%	-4%
C/C(=N/NC(=O)c1ccco1)c1cccc(NC(=O)c2ccc(C)o2)c1	2%	-2.0%	-12%	2%	-1%	1.1%	5%	-0.9%	9%
Cc1ccc(C(=O)/C=C/C(=O)O)cc1	>100µM*	1.2%	10%	4%	24%	2.0%	29%	-0.4%	11%
COC(=O)C1=C(C)N(c2cccc(C(C)=O)c2)C(=O)C1	7%	2.0%	9%	-9%	7%	1.7%	9%	1.0%	7%
Cc1ccc(NC(=O)COC(=O)Cc2ccsc2)cc1S(=O)(=O)N(C)C	-12%	1.8%	-8%	5%	-4%	1.1%	13%	-0.1%	0%
Additional compounds.
SMILES	Dengue-2 NS5 capping	HIV fusion peptide	GPR35 antagonists	GPR55 LPI antagonism	Salmonella PhoP GFP	RSV antiviral HEp-2	SV40 large T antigen	UTI89 phage lysis	MgcRacGAP inhibition
Fc1ccc(Oc2nnnn2-c2ccccc2)cc1	-9%	-2.6%	1%	-5%	0%	2.1%	-3%	-2.1%	-11%
CCC1CCCCN1S(=O)(=O)c1ccc(NC(=O)c2cccs2)cc1 (centres undefined)	-8%	2.1%	-5%	8%	2%	?	8%	0.2%[50 µM]	2%
C=CCC1c2cccc(C(=O)OC)c2C(=O)N1c1ccccc1 (centres undefined)	-4%	-0.9%	-2%	-7%	-1%	0.7%	4%	0.3%	7%
CCC1(C)Cc2ccccc2-c2nc3n(c(=O)c21)CC(C(=O)O)S3 (centres undefined)	-6%	0.2%	5%	7%	3%	1.6%	8%	-1.1%	9%
CN(NC(=O)COc1ccccc1)C1=NS(=O)(=O)c2ccccc21	-4%	0.5%	10%	11%	7%	2.6%	10%	0.8%	5%
COc1cc(O)c2c(=O)c(-c3ccc(O[C@@H]4O[C@H](CO)[C@@H](O)[C@H](O)[C@H]4O)cc3)coc2c1	-1%	-2.0%	3%	7%	18%	0.6%	3%	-0.7%[50 µM]	1%
CCN(CC)CCCNC(=O)c1sc2ncn(CC(=O)Nc3ccc(C)c(Cl)c3)c(=O)c2c1C	-3%	2.1%	-5%	9%	-3%	-1.4%	27%	0.1%	1%
COc1cccc(CNC(=O)CSc2ccc(-c3ccccn3)nn2)c1	-5%	0.6%	-8%	9%	2%	0.2%	7%	0.4%	0%
CCCCN(C(=O)CCCc1nc2ccccc2s1)c1c(N)n(CC(C)C)c(=O)[nH]c1=O	-7%	nt	nt	nt	nt	0.7%	nt	0.1%	-5%
CCCCOc1ccc(N=Cc2cccs2)cc1	-8%	-3.0%	13%	6%	3%	1.3%	8%	-0.1%[50 µM]	-5%
COc1ccc(OCCn2c(=N)n(CCO)c3ccccc32)cc1	-3%	-1.2%	-6%	-7%	8%	0.7%	12%	7.9%	14%

This is a random part of the collection; 1.5% or so of the library scored in one or more.
